Screening results deposited in PubChem by several laboratories.
NR2E3 ag-1 = agonists of human nuclear receptor NR2E3; GST-NR2E3/biotin-RetCOR TR-FRET, 1536-well; inhibition of corepressor binding, % at 4.78 µM; 320,000 tested, 0.12% active; AID 2300;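 active means percent inhibition above the cutoff of mean plus 3 SD of all tested compounds, set per screening campaign, cut at about 20% in these data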;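 further: 0% = DMSO wells and 100% = biotin wells as full block of FRET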
Target sequence (Q9Y5X4 whole entry, looked up): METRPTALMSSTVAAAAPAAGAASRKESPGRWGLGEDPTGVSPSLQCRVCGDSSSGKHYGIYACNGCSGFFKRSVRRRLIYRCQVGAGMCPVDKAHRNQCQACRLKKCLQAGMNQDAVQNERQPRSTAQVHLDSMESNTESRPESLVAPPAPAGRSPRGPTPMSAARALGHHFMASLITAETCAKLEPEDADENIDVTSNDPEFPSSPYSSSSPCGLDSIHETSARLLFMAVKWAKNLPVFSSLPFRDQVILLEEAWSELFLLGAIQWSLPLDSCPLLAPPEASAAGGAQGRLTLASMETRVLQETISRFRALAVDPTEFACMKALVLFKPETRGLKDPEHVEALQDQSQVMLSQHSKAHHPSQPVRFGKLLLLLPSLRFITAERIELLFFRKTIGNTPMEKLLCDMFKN
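Material: NR2E3–RetCOR corepressor complex | Quantity: 1.35 nM GST-tagged NR2E3 final | Schedule: 5 h at 4 °C | Replication: Singlicate compound wells | Reagent: RetCOR corepressor, biotinylated, 7 nM | Controls: Biotin wells as high control, 0.6% DMSO wells as low control | Signal: TR-FRET, Eu(K)-anti-GST donor, streptavidin-D2 acceptor, ex 340, em 617/671 nm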
Peg3 prom inh = reduces Peg3 promoter-driven luciferase expression in HeLa | HeLa PEG-Prom luciferase reporter, luminescence, overnight | 360,000 tested, 1.7% active | inhibition, % at 20 µM;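 active means inhibition of at least 50% at 20 µM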
NR2E3 ag-2 = human photoreceptor-specific nuclear receptor agonism; inhibition of corepressor binding, % at 3.98 µM; Q9Y5X4; 360,000 tested, 0.35% active; AID 602229; CHO-S Gal4-NCOR/VP16-NR2E3 two-hybrid, luciferase;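 active means inhibition above the mean of all tested compounds plus 3 SD, cut at about 70% in these data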;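 further: 0% = DMSO with NR2E3 transfected cells and 100% = cells lacking NR2E3 construct; higher means lower luciferase signal from less NR2E3 corepressor binding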
Shn3 3UTR inh = inhibitors of Schnurri-3 3'UTR reporter in osteoblasts. AID 588674. inhibition, % at 12.5 µM. Clone20 osteoblast Shn3 3'UTR firefly luciferase, 24 h. 360,000 tested, 0.52% active;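 active means mean inhibition of at least 75% with every replicate also reaching 75%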;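 further: 0% = median of neutral control wells and 100% = pilot-screen positive control compound; some compounds past the cut are filed as inactive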
CF NFkB inh = inhibitors of cystic fibrosis induced NF-kB. KKLEB NF-kB-GFP reporter, PAF-induced, GFP fluorescence overnight. inhibition, % at 5 µM. 360,000 tested, 0.86% active;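 active means at least 50% inhibition at 5 µM, scaled per plate between neutral and stimulator controls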;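 further: PAF is a Pseudomonas aeruginosa culture filtrate used as stimulus; plate controls were PAF-stimulated DMSO wells for no effect and unstimulated DMSO wells for full effect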
TROY NFkB inh = inhibitors of TROY-dependent NF-kB signaling. AID 1347056. inhibition, % at 10 µM. 360,000 tested, 0.98% active. Q293 LMP1-TROYcd NF-kB luciferase reporter, 4 h;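 active means compounds whose plate-normalised and pattern-corrected inhibition of the luciferase reporter signal at the single screening dose is 50% or more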
HIF-2a block = inhibitors of HIF-2a | 786-0 RCC cells HIF-2a reporter, luciferase luminescence, overnight | 360,000 tested, 0.72% active | inhibition, % at 18.8 µM;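 active means inhibition of the luminescence signal of 40% or more relative to plate controls, in a single-dose primary screen at 18.75 µM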
KKLEB cytotox = reduces viability of KKLEB cystic fibrosis airway cells; AID 602141; KKLEB CF airway cells viability, ATPlite luminescence, overnight; hits give low values; cells stimulated with P. aeruginosa culture filtrate; 360,000 tested, 0.36% active; activity change (cytotoxicity), % at 5 µM;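 active means corrected activity change at or below -50% at 5 µM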
C8 TRAIL sens = sensitizes caspase-8 expressing cells to TRAIL; NB7+C8 cells + TRAIL, ATPlite viability luminescence; inhibition (viability loss, TRAIL sensitization), % at 10 µM; 360,000 tested, 1% active; AID 624354;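 active means compounds causing at least 50% loss of cell viability in the single-dose screen, relative to plate controls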
MITF TRPM1 inh = MITF TRPM1 promoter inhibition in SK-MEL-5 cells | inhibition, % at 12.5 µM | 330,000 tested, 0.83% active | SK-MEL-5 TRPM1 promoter luciferase, 24 h;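 active means mean inhibition across replicates of 60% or more, whatever share of single replicates reaches that level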; further: values of inactives mirror those of a sister screen read the other way
TWEAK Fn14 block = blocks TWEAK-Fn14 interaction in a reporter cell assay; AID 1159606; TWEAK-stimulated Fn14 reporter cells, luciferase luminescence, 8 h; 360,000 tested, 2% active; inhibition, % at 10 µM; in the data active means inhibition above about 50%
The depositor's hits bear a star; . = no result given.

No.	SMILES	NR2E3 ag-1	Peg3 prom inh	NR2E3 ag-2	Shn3 3UTR inh	CF NFkB inh	TROY NFkB inh	HIF-2a block	KKLEB cytotox	C8 TRAIL sens	MITF TRPM1 inh	TWEAK Fn14 block
1	CCOC(=O)C(NC(=O)c1cccc(Cl)c1)(Nc1sc2c(c1C(N)=O)CCC2)C(F)(F)F (configuration not stated)	1	23	-22	-3	28	4	11	2	-3	-3	-6
2	Cc1ccc(C(=O)NCC(=O)NCC(=O)OCC(=O)c2ccc(F)cc2)cc1	-2	5	-11	14	-5	-17	15	-1	0	-2	-25
3	CCc1nnc(NC(=O)Cc2ccc(Br)cc2)s1	1	14	24	-11	-19	-35	11	-5	0	6	-22
4	Cc1oc(-c2ccccc2Cl)nc1CS(=O)CC(=O)NCc1ccc(Cl)cc1 (configuration not stated)	1	11	19	-7	12	5	9	-7	-5	-7	-3
5	Cc1ccc(C)c(OCCN2C(=O)NC3(CCc4ccccc4C3)C2=O)c1 (configuration not stated)	-5	6	-16	2	2	1	16	-13	-2	-7	-13
6	CC(=NNC(=O)c1ccncc1)c1ccccc1Cl	.	-10	4	7	0	-9	-13	21	-9	-10	-1
7	N#Cc1c(-c2ccccc2)cc2nc3ccccc3n2c1N	5	-100	-53	-39	-8	-31	-120	-9	7	-50	-12
8	COc1ccc(-c2[nH]nc(-c3ccccc3)c2-c2nc3ccccc3[nH]2)cc1	0	13	25	-25	-16	7	13	13	-7	4	-9
9	Cc1ccc(NC(=O)COC(=O)Cc2c[nH]c3ccccc23)cc1	.	-2	-9	1	-3	5	16	16	-3	.	14
10	CCOC(=O)CNC(=O)CSc1nnc(SCC(=O)NCC(=O)OCC)s1	-1	5	4	8	-6	3	3	11	7	8	4
11	COc1cc(/C=N/NC(=O)C(=O)NCc2ccco2)cc(Br)c1O	-5	2	14	12	15	0	14	-1	-1	6	-6
12	CC1(c2ccccc2)O[C@@H]2C[C@H]3[C@@H]4CCC5=CC(=O)C=C[C@]5(C)[C@@]4(F)[C@@H](O)C[C@]3(C)[C@]2(C(=O)CO)O1 (some centres not stated)	3	11	-16	11	72*	32	29	38	33	-1	0

Additional entries:
No.	SMILES	NR2E3 ag-1	Peg3 prom inh	NR2E3 ag-2	Shn3 3UTR inh	CF NFkB inh	TROY NFkB inh	HIF-2a block	KKLEB cytotox	C8 TRAIL sens	MITF TRPM1 inh	TWEAK Fn14 block
13	COc1ccccc1NC(=O)NC1(C(=O)N2CCC(C)CC2)CCCCC1	2	15	7	-6	-2	-11	11	0	7	-13	-1
14	Cc1ccc(C(=O)N2CCN(c3ncccn3)CC2)cc1NC1=NC2CS(=O)(=O)CC2S1 (configuration not stated)	2	4	-7	-9	-5	-6	13	-4	18	.	18
15	CCOC(=O)C1CCCN(Cc2cc(Br)c(OC)cc2OC)C1 (configuration not stated)	1	3	-9	17	9	20	-13	-5	2	7	-1
16	Cc1ccc(NC(=O)C2CCN(S(=O)(=O)c3ccc4c(c3)CC(C)N4C(=O)C3CCC3)CC2)nc1 (configuration not stated)	0	6	3	35	4	30	9	-2	12	21	2
17	COCCCNC(=O)c1cc2c(-c3ccc(Cl)cc3)nn(C)c2s1	2	32	-2	10	-36	-20	16	-7	-11	13	4
18	Cc1cc(S(=O)(=O)N2CCN(C(=O)CCC(=O)N3CCOCC3)CC2)ccc1Br	2	4	7	4	-12	-9	10	1	7	-5	12
19	O=C(O)c1cc(-c2ccccc2Cl)n(-c2ccc(F)cc2)n1	4	-2	5	-7	-3	20	11	7	-5	5	15
20	CCOC(=O)C(NC(=O)c1ccccc1Cl)(Nc1ccc(C)c(C)c1)C(F)(F)F (configuration not stated)	2	5	-13	-2	9	0	8	1	-10	2	11
21	Cc1ccc(C)c(N(CC(=O)NC2CCCC2)C(=O)CNC(=O)c2cccs2)c1	2	0	-9	9	3	3	16	5	7	-3	-13
22	C=CCNc1ncnc2c1cnn2-c1cccc(C)c1	1	-395	-70	-17	17	-60	-258	-7	37	-70	0
23	O=C(Cn1cncn1)NCc1ccc(Cl)cc1	1	0	1	-7	6	13	10	3	-1	13	3
24	CCS(=O)(=O)c1c([N+](=O)[O-])ncn1C	-1	60*	-5	-15	16	7	13	12	-1	8	18

The listing continues.
No.	SMILES	NR2E3 ag-1	Peg3 prom inh	NR2E3 ag-2	Shn3 3UTR inh	CF NFkB inh	TROY NFkB inh	HIF-2a block	KKLEB cytotox	C8 TRAIL sens	MITF TRPM1 inh	TWEAK Fn14 block
25	Cc1ccc2oc(=O)c(/C=C(\O)c3ccccc3)nc2c1	2	-18	-116	4	-8	-24	-48	-2	19	1	13
26	O=C1c2ccccc2C(=O)N1CC1=CCS(=O)(=O)C1	1	-3	0	11	-8	3	10	6	-11	5	13
27	COCC(=O)N(C)CC1CCCN(CCc2ccccc2OC)C1 (configuration not stated)	3	10	6	10	12	-24	-1	11	4	2	-8
28	O=C(c1cccs1)N1C[C@H](O)[C@@H](n2cc(-c3ccc(F)cc3)nn2)C[C@@H]1c1ccccc1	.	3	-8	-1	-3	-13	4	1	1	.	5
29	CCOC(=O)C(NC(=O)c1ccc(F)cc1)(Nc1sc2c(c1C(N)=O)CCC2)C(F)(F)F (configuration not stated)	0	10	-22	6	20	1	18	-4	-3	9	9
30	O=C(CN1C(=O)C2C3C=CC(C3)C2C1=O)OCC(=O)c1ccc(Cl)c([N+](=O)[O-])c1 (configuration not stated)	3	-2	-24	-8	6	4	-14	-11	-13	2	1
31	CC(/C=N\NC(=O)CN1CCN(S(=O)(=O)c2ccc(C)cc2)CC1)=C\c1ccccc1	2	5	-18	-23	-14	4	9	-3	-8	-9	-13
32	Cn1nnc(NC(=S)NC(=O)c2cccc3c(Cl)cccc23)n1	0	-5	4	15	4	-10	6	-7	2	7	-7
33	Cc1cccc(N2CC(O)=C(c3nc4ccccc4n3C)C2=N)c1	-1	8	18	-2	-18	-4	-8	-1	-2	-4	-12
34	COc1cccc(S(=O)(=O)Nc2ccc3sc(C)nc3c2)c1	2	19	25	6	-1	7	18	8	-4	9	1
35	O=C(O)CCc1nn2c3ccccc3n(CC(=O)c3cccs3)c2nc1=O	5	0	-12	-3	19	-11	0	-4	-4	3	-30
36	O=S(=O)(/C=C/c1ccccc1)N1CCOCC1	6	4	-7	9	13	4	18	-18	-4	1	-16

Additional records follow.
No.	SMILES	NR2E3 ag-1	Peg3 prom inh	NR2E3 ag-2	Shn3 3UTR inh	CF NFkB inh	TROY NFkB inh	HIF-2a block	KKLEB cytotox	C8 TRAIL sens	MITF TRPM1 inh	TWEAK Fn14 block
37	Cc1cccc(OCC(=O)Nc2ccccc2N2CCN(C)CC2)c1	3	-3	2	-1	1	19	13	-7	-2	10	-7
38	COc1ccccc1CNC(=O)c1ccc2nc3[nH]c4ccccc4c3nc2c1	0	-10	-26	-14	-22	-89	-95	0	-1	-1	5
39	Cc1ccc2nc(-c3ccc(S(=O)(=O)N4CCCCC4)cc3)cn2c1	1	-133	-107	1	8	52*	-134	-6	19	-16	30
40	Cc1cc(C)n(-c2cc(N3CCOCC3)nc(-c3ccccc3)n2)n1	-9	1	-13	16	-4	4	18	0	-8	-18	-21
41	CCNC(=O)c1c(O)c2cccc3c2n(c1=O)CC3	-1	-8	-13	-8	-21	-48	-106	7	2	-1	25
42	O=[N+]([O-])c1ccccc1OCCCN1CCc2ccccc2C1	-1	-12	-11	-8	-12	-27	-16	5	0	6	2
43	CC(C)(C)c1nc2ccccc2c2nnc(SCC(=O)NCc3ccco3)n12	2	19	12	4	1	-1	15	-3	1	2	9
44	Cc1ccc(CN2C3=NCCN3c3ccccc32)cc1	-3	3	14	23	-3	-14	9	2	-7	-10	-2
45	COc1ccc([N+](=O)[O-])cc1NC1C2CC3CC(C2)CC1C3 (configuration not stated)	1	7	6	-5	9	14	18	-14	25	7	-5
46	CSc1ccc(CN(C)C(=O)c2cccc(S(=O)(=O)N3CCN(Cc4ccccc4)CC3)c2)cc1	2	11	71*	88*	13	9	9	2	13	28	13
47	CNC(=O)c1cc(S(=O)(=O)N2CC(C)OC(C)C2)ccc1N1CCOCC1 (configuration not stated)	.	-5	-3	-9	-13	-5	6	16	9	3	9
48	CCCC(=O)n1nc(-c2cccnc2)nc1NCc1ccc(OC)cc1	.	3	-3	1	4	11	-12	-3	9	-10	1

Later entries:
No.	SMILES	NR2E3 ag-1	Peg3 prom inh	NR2E3 ag-2	Shn3 3UTR inh	CF NFkB inh	TROY NFkB inh	HIF-2a block	KKLEB cytotox	C8 TRAIL sens	MITF TRPM1 inh	TWEAK Fn14 block
49	Cc1ccc(/C=C(\C#N)C(=O)Nc2cccc(C)n2)cc1	-3	-118	14	-27	1	-104	-226	8	-12	.	-10
50	Nc1cc(Cl)ccc1C(=O)OCC(=O)NCC1CCCO1 (configuration not stated)	.	-36	1	-28	-8	3	-15	19	1	0	17
51	Cc1cc(Br)ccc1NC(=O)CNC(=O)CNc1cccc([N+](=O)[O-])c1	2	7	-3	-9	-15	1	-5	-13	11	10	-3
52	CC(=O)NCCNc1nc2cc(-c3ccccc3CO)sc2c(=O)n1C	.	-4	2	8	-10	-19	7	1	-15	.	6
53	COc1cc(NC(=O)COC(=O)Cn2cnc3c2c(=O)n(C)c(=O)n3C)cc(OC)c1	0	-2	-9	11	-27	5	10	17	-4	-3	6
54	CC(C)NC(=O)CCCc1ccccc1	0	-49	-1	-51	16	-22	-86	-11	8	-8	1
55	O=C(Nc1ncccc1O)c1cccc(S(=O)(=O)N2CCCC2)c1	-1	11	9	4	1	-1	2	-12	11	-7	0
56	Cc1cccc(NC(=O)COC(=O)c2ccc3nc(C)c(C)nc3c2)c1	.	-2	19	-2	0	9	14	-3	-26	7	-18

Some of the compounds tested. The share of hits here may be higher or lower than overall.
